# Screens deposited in PubChem by National Center for Advancing Translational Sciences (NCATS).
# LmPK inh – qHTS Assay for Inhibitors of Leishmania Mexicana Pyruvate Kinase (LmPK); Q27686; purified LmPK, Kinase-Glo ATP luminescence, 1 h; Potency, µM (series often up to 57.5 µM), for the others: top-dose activity change, negative = inhibition, actives largely listed as inhibitors; 290,000 tested, 0.37% active; AID 1721, 2009; further: potency means the concentration at half of the fitted maximal effect; on the % scale 0 is the no-effect control and ±100 the full control effect
# Target sequence (Q27686 whole entry, looked up): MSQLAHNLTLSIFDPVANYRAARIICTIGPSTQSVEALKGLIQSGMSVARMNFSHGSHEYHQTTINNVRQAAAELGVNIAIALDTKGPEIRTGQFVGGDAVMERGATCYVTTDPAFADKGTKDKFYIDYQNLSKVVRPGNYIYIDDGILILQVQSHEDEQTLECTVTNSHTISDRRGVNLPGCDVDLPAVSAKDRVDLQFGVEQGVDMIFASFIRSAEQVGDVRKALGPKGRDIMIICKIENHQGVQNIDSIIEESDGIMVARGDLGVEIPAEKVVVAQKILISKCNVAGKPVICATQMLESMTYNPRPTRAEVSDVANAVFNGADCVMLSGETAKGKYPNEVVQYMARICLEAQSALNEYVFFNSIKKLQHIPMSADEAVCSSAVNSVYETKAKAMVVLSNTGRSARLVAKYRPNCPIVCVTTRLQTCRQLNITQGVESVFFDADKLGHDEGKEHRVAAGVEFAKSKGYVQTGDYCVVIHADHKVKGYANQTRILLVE
#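 Screened at intermediate enzyme activity to detect both inhibitors and activators: LmPK at 0.1 nM, with a 0.5 nM enzyme column as activation reference. PEP 0.5 mM, ADP 0.1 mM; ATP detected by luminescence after 1 h.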
# TbPYK inhibitor – qHTS of Trypanosoma Brucei Inhibitors; TbPYK enzyme, Kinase-Glo Plus ATP luminescence, 45 min; AID 624173, 2012; 410,000 tested, 0.12% active; Potency, µM (top dose mostly 76.8 µM), for the others: at the highest dose activity, negative = inhibition, usual class: inhibitors; pyruvate kinase (Trypanosoma brucei), Q57TT1; further: potency means the concentration at half of the fitted maximal effect; on the % scale 0 is the no-effect control and ±100 the full control effect; nearly all actives have a fitted effect of over 50% in size
#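 Readout: single end-point luminescence (Kinase-Glo Plus, 10 min). Reaction conditions were TbPYK/substrate plus 130 uM ADP, 45 min at RT, pH 7.2 TEA buffer. No-enzyme wells served as controls, and data were normalized before concentration-response fitting.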
# Cycloheximide cs – Cycloheximide Counterscreen for Small Molecule Inhibitors of Shiga Toxin; 300,000 tested, 12% active; max response, %; cell reporter, cycloheximide protein synthesis inhibition counterscreen; in the data active means max response mostly above about 13%, no sharp cut-off; inactive means mostly below about 14%; further: read at 38.3 µM for the half of the compounds with a filed dose; 0% is about no effect
# Shiga inhibitor – A qHTS for Small Molecule Inhibitors of Shiga Toxin; 290,000 tested, 9.2% active; AID 2315, 2010; Vero cells, Shiga toxin protein synthesis inhibition reporter; inhibition, % at 38.7 µM; in the data active means inhibition mostly above about 28%, no sharp cut-off; inactive means mostly below about 43%; further: 0% is about no effect
# Pf growth 48h – Primary qHTS for delayed death inhibitors of the malarial parasite plastid, 48 hour incubation. Potency, µM (series often up to 28.7 µM), for the others: at the top dose activity change, negative = inhibition, hits mostly inhibitors. AID 504832, 2011. 310,000 tested, 5.9% active. P. falciparum luciferase growth in erythrocytes, 48 h; further: potency means the concentration at half of the fitted maximal effect; on the % scale 0 is the no-effect control and ±100 the full control effect
#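 Growth was read as firefly luciferase luminescence after a 48 h, 37 C, 5% CO2 exposure of compounds to reporter-bearing P. falciparum cultures (0.1% parasitemia, 2% hematocrit final) in Albumax-supplemented RPMI 1640.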
# AmpC inh no detg – qHTS Inhibitors of AmpC Beta-Lactamase (assay without detergent) | 330,000 tested, 0.52% active | Potency, µM (doses to about 57.1 µM), without a hit: at the top dose activity change, negative = inhibition, usual class: inhibitors | AmpC nitrocefin hydrolysis, absorbance 480 nm, 0.0001% Triton | P00811 | AID 485341, 2010;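 further: potency means the concentration at half of the fitted maximal effect; plate controls were no compound for no effect and no enzyme for full effect; nearly all actives have a fitted effect of over 20% in size; some results filed as inactive show a strong effect at the top dose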
# Target sequence (P00811 whole entry, looked up): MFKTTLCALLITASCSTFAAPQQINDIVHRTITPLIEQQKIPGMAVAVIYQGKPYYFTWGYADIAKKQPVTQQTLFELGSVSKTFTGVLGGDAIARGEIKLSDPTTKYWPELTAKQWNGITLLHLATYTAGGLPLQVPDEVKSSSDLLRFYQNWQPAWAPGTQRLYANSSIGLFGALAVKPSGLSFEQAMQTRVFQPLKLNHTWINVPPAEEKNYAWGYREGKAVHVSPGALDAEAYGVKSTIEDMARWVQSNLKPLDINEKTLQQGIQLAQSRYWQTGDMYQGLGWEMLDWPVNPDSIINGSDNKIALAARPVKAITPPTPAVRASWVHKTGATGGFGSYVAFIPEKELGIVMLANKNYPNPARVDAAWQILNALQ
#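 AmpC (5.3 nM in the dispensed reagent) in 20 mM phosphate pH 7.0 with 0.01% (detergent screen) or 0.0001% Triton X-100 was preincubated with compounds for 15 min at room temperature. Nitrocefin was then added from an 800 uM solution, and hydrolysis was followed at 480 nm.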
# Pf growth 96h – Primary qHTS for delayed death inhibitors of the malarial parasite plastid, 96 hour incubation; Potency, µM (highest dose often 28.7 µM), for inactives: at the top dose activity change, negative = inhibition, hits mostly inhibitors; P. falciparum luciferase reporter growth, 96 h; 320,000 tested, 6.9% active; AID 504834, 2011; further: potency means the concentration at half of the fitted maximal effect; on the % scale 0 is the no-effect control and ±100 the full control effect
#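 Plates of compound plus infected erythrocytes (2% hematocrit, 0.05% parasitemia final) incubate 96 hours, 37 C, 5% CO2. Detection reagent added; reduced luminescence from the parasites' luciferase reporter flags inhibition.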
# * marks the source's active call; other numbers are inactive results; ? = inconclusive; . = no result given; & = joins results of further samples; [ ] = another dose, or the depositor's remark. Unless noted, the call rests on the fitted dose curve; in most records, active means well fitted curve in the direction sought with a large enough effect; inconclusive means small, poorly fitted or top-dose-only effect, or another doubt; inactive means no such curve, though single readings can be large; an effect the other way counts as inactive or inconclusive. No enrichment for hits (roughly 22% active in at least one column).
nr	SMILES	LmPK inh	TbPYK inhibitor	Cycloheximide cs	Shiga inhibitor	Pf growth 48h	AmpC inh no detg	Pf growth 96h
1	CCOC(=O)C(NC(=O)CC)(Nc1ccc(S(=O)(=O)Nc2cc(C)on2)cc1)C(F)(F)F (centres undefined)	-2%	-9%	-3	3	31%	-3%	-2%
2	O=C(COc1cccc2ccccc12)NNC(=O)c1cccs1	-2%	1%	-1	-18	28%	-32%	34%[activator]
3	CCCNC(=O)COC(=O)/C=C/c1ccc(C)o1	5%	-2%	2	-2	12%	-12%[11.4 µM]	31%[activator]
4	CCCOC(=O)C(C)n1cnc2scc(-c3ccc(C)cc3)c2c1=O (centres undefined)	5%	0%	3	-26	?	32%	46%[activator]
5	CN(C(=O)C(=O)c1cn(CC(=O)N2CCCC2)c2ccccc12)C1CCCCC1	-3%	-6%	-3	-13	-12%	105%[activator]	0%
6	COc1ccc2cc(C(=O)C3CCCN(Cc4cccc(C)n4)C3)ccc2c1 (centres undefined)	4%	1%	-3	6	0.66µM*	107%[activator]	?
7	CCOC(=O)C1CCCN(CC(=O)Nc2nc(-c3ccccc3)cs2)C1 (centres undefined)	0%	-4%	-4	.	?	24%	0%
8	CCOC(=O)CSc1nnc2n(C3CCCCC3)c(=O)c3c4c(sc3n12)CCCC4	2%	2%	-5	9	-2%	-15%	.
9	N#Cc1ccc(CSc2nnc(NC(=O)CCc3nc4ccccc4c(=O)[nH]3)s2)cc1	.	-2%	.	.	?	-22%	1%
10	O=c1[nH]c2ccc(Cl)cc2c(-c2ccccc2)c1SC(=S)N1CCCCC1	5%	?	-2	-24	13%	10µM*	.
11	CC(C(=O)c1ccc(-c2ccccc2)cc1)[n+]1cccc(C(N)=O)c1 (centres undefined)	0%	9%	1	-7	3%	13%	9.3µM*
12	CNC(=O)COc1ncnc2scc(-c3ccc(F)cc3)c12	5%	-1%	1	7	1%	-20%	19%

# Rewritten field by field: part of the list above.
3	CCCNC(=O)COC(=O)/C=C/c1ccc(C)o1
  LmPK inh: 5% | TbPYK inhibitor: -2% | Cycloheximide cs: 2 | Shiga inhibitor: -2 | Pf growth 48h: 12% | AmpC inh no detg: -12%[11.4 µM] | Pf growth 96h: 31%[activator]
6	COc1ccc2cc(C(=O)C3CCCN(Cc4cccc(C)n4)C3)ccc2c1 (centres undefined)
  LmPK inh: 4% | TbPYK inhibitor: 1% | Cycloheximide cs: -3 | Shiga inhibitor: 6 | Pf growth 48h: 0.66µM* | AmpC inh no detg: 107%[activator] | Pf growth 96h: ?

# Remaining list, next part
nr	SMILES	LmPK inh	TbPYK inhibitor	Cycloheximide cs	Shiga inhibitor	Pf growth 48h	AmpC inh no detg	Pf growth 96h
13	N#CC1=C(SCc2ccc(C#N)cc2)N=C(N)C(c2nc(-c3ccccc3)cs2)C12CCCCC2 (centres undefined)	3%	-11%	-3	4	?	?	.
14	COC(=O)c1cc(Cc2ccc(N)c(C(=O)OC)c2)ccc1N	9%	8%	-2	-4	.	-21%	73%[activator]
15	CCCC(C)C1(CC)C(=O)NC(=Nc2ccccc2OC)NC1=O (centres undefined)	0%	2%	6	20	-2%	-32%	10µM*
16	COc1ccc(S(=O)(=O)N2CCCC2C(=O)Nc2ccc(C(C)=O)cc2)cc1 (centres undefined)	1%	-5%	-2	-4	15%	-8%	?
17	COc1ccc(NC(=O)c2cc([N+](=O)[O-])ccc2N2CCCC2)cc1	4%	1%	-2	10	11%	-34%	?
18	CCC/C(O)=C1\C(=O)CC(C)(C)CC1=Nc1cccc([N+](=O)[O-])c1	1%	5%	-7	-8	-3%[0.00184 µM]	-1%	-14%
19	O=C(OCc1cc(=O)n2c(n1)sc1ccccc12)c1ccc2c(=O)n3c(nc2c1)CCC3	3%	2%	-3	20	1%	1%	?
20	CCN(CC)S(=O)(=O)c1ccc(C(=O)N2CCCCC2)cc1	0%	.	3	10	-8%	-10%	.
21	CCCCCC(=O)NC(Nc1ccc(S(N)(=O)=O)cc1)C(Cl)(Cl)Cl (centres undefined)	-1%	-9%	-2	-11	14%	-25%	?
22	O=C(COc1cccc2ccccc12)Nc1nc2ccccc2[nH]1	5%	9%	2	-2	3%	-42%	.
23	CCCCn1c(CN2CCN(C)CC2)nc2ccccc21	2%	-12%	-2	-3	-1%	49%	-11%[5.75 µM]
24	CCN(C(=O)Cn1cc(C(F)(F)F)ccc1=O)c1c(N)n(Cc2ccccc2)c(=O)[nH]c1=O	-5%	-2%	-4	-3	22%	3%[11.4 µM]	-30%
25	COC(=O)c1cc(C)sc1NC(=O)CN1CCN(C(=O)c2ccco2)CC1	-11%	1%	1	-17	-2%	-30%	-3%
26	COC(=O)c1ccc(NS(=O)(=O)c2cc(C)ccc2OC)cc1	1%	1%	-1	10	20%	-16%	.
27	COC(=O)C1=C(C)N(Cc2ccccc2)C(=NCc2cccc(C(F)(F)F)c2)N[C@H]1c1cccc(F)c1	-11%&-2%	6%	-12&-8	-17&-14	6.6µM*	163%&163%[activator]	?
28	Clc1cccc(CNc2nc(-c3cccnc3)nc3ccccc23)c1	3%	-4%	-5	-4	?	-13%	?
29	CCCCc1ccc(-c2nc(-c3ccncc3)no2)cc1	-10%	-2%	39*	73*	218%[activator]	-9%	23%
30	NS(=O)(=O)c1ccc(N2CCOCC2)c(C(=O)NCCCSc2ccccc2)c1	.	-1%	.	.	0%	-32%	-22%
31	O=C(COc1ccccc1[N+](=O)[O-])N1CCN(S(=O)(=O)c2ccccc2)CC1	2%	1%	7	26	0%	-7%	-25%
32	O=C(Cc1cccc2ccccc12)Nc1cccnc1	-4%	0%	4	-12	20%	-37%	7%
33	Cn1ccnc1C(=O)c1ccc(Cl)c(S(=O)(=O)N2CCOCC2)c1	2%	0%	-1	-6	8%	10%	26%
34	Cn1c(N)c(C(=O)COC(=O)COc2ccc(C#N)cc2)c(=O)n(C)c1=O	0%	3%	0	-11	63%[activator]	-3%	1%
35	CC(NC(=O)CCc1ccccc1)c1ccc2c(c1)OCO2 (centres undefined)	-1%	-2%	2	.	0%	0%	?
36	CN(CC(=O)Nc1cccc(F)c1)C(=O)CCc1nc2ccccc2c(=O)[nH]1	.	-8%	.	.	10%	-19%	-26%
37	Cc1ccc(NC(=O)c2cnccn2)cc1	-1%	1%	34*	72*	376%[activator]	-10%	?
38	CC(=O)Nc1ccc(S(=O)(=O)NNc2ccc([N+](=O)[O-])cc2)cc1	?	-12%	-2	-2	23%	-43%	?
39	c1ccc(-c2ccccc2OCCCN2CCCCC2)cc1	-2%	3%	-1	-8	?	21%	?
40	COC(=O)c1cnc(NNS(=O)(=O)c2ccc(Cl)cc2)nc1C(F)(F)F	2%	-17%	-2	5	1%	-10%	3%
41	CC(=O)Nc1nnc(SCc2cc(=O)c(OC(=O)c3ccccc3)co2)s1	-2%	3%	-1	-11	-2%	-14%	?
42	COc1cccc(C(=O)n2ccc(-c3cccs3)n2)c1	-18%	3%	-1	14	5%	-15%	0%
43	NC(=O)c1ccc(Sc2nnc(-c3cccs3)n2CC2CCCO2)c([N+](=O)[O-])c1 (centres undefined)	5%	0%	-1	-13	-20%	-5%	-23%
44	COCc1cc(=O)n2[nH]c(C)nc2n1	-10%	-2%	-2	9	-9%	-16%	0%[5.75 µM]
45	COc1cc(C(=O)O)ccc1OCc1ccncc1	-4%	-2%	-1	-12	-2%	-2%	72%[activator]
46	Cc1ccc(C(C(=O)NC2CCCC2)N(C(=O)Cc2cccs2)c2ccc(C)c(C)c2)o1 (centres undefined)	7%	5%	7	11	10µM*	?	10µM*
47	O=C(Nc1ccncc1)c1c(F)cccc1F	2%	-4%	14	-11	1%	-3%	.
48	Cc1c(CCC(=O)O)c(=O)oc2cc(OCc3ccccc3Br)ccc12	7%	-3%	-4	3	17%	-17%	29%
49	CCCCN(C(=O)c1cc(-c2ccco2)nc2ccccc12)c1c(N)n(CCC)c(=O)[nH]c1=O	.	-17%	.	.	?	9%	?
50	COc1ccc(-c2nn3c(=O)c(C)nnc3s2)cc1	1%	3%	28	54*	?	-33%	?
51	Cc1c(C(=O)NCc2cccs2)oc2ccc(S(=O)(=O)N3CCOCC3)cc12	1%	0%	-10	-28	?	5%	3%
52	CC1=NN(c2ccc(S(=O)(=O)O)cc2C)C(=O)C1	0%	-1%	-2	4	4%	-13%	-7%
53	CC1(C)Cc2cccc(OCC(=O)Nc3cc(S(C)(=O)=O)ccc3Cl)c2O1	.	3%	.	.	?	53%	?
54	O=C(c1ccccc1)C1CCN(c2ncccc2[N+](=O)[O-])CC1	3%	0%	17	6	65%[activator]	-33%	0%
55	CC(C)CN1CCC(=O)N(CCSc2ccccc2)CC1	-6%	-3%	39*	37*	231%[activator]	24%	325%[activator]
56	CCOc1cc(C(=O)Nc2ccc(S(=O)(=O)NC3=NCCCCC3)cc2)cc(Br)c1OC	.	6%	.	.	-20%	-14%	?
57	CN(C)C(=O)Oc1c(Cl)cc(Cl)c2cccnc12	3%	-1%	3	-4	2%	9%	-4%
58	O=C(CCNC(=O)c1ccccc1Cl)NCC12CC3CC(CC(C3)C1)C2	1%	-7%	-1	-5	-26%	-8%	-50%
59	CN(C(=O)CSc1nnc2ccccn12)c1c(N)n(Cc2ccccc2)c(=O)[nH]c1=O	-2%	2%	0	-6	13%	-8%	36%[activator]
60	N#Cc1c(NC(=O)CSc2nc3c(c(C(F)(F)F)n2)CCc2ccccc2-3)sc2c1CCCC2	7%	-12%	-2	-3	7%	?	12%
61	C/C(=N\Nc1c(F)c(F)c(Br)c(F)c1F)c1ccncc1	-5%	-13%	-3	17	-4%	26%	?
62	COc1ccc(CNC(=O)C2CCN(S(=O)(=O)c3cccc4cccnc34)CC2)cc1	-21%	.	-3	-18	-7%	-7%	-5%
63	Cc1c(Cl)cnc(NC(=O)COC(=O)c2ccc3ncsc3c2)c1Cl	1%	-2%	34*	60*	272%[activator]	-15%	161%[activator]
64	O=[N+]([O-])c1ccc(Cl)cc1N1CCCC1	2%	2%	4	-10	?	-22%	18%
65	CCCc1ccc2c(N)c(C#N)sc2n1	-3%	4%	6	22	51%	-8%	52%[activator]
66	CCN(CC)c1ccc(C(=O)NNC(=O)CCNC(=O)c2ccccc2)cc1	.	-8%	.	.	3%	-11%	?
67	Cc1ccc(C(=O)N2CCN(S(=O)(=O)c3ccccc3)CC2)s1	.	0%	.	.	?	-6%	?
68	O=[N+]([O-])c1ccc(Cl)c(/C=N/n2c(C3CCCCC3)n[nH]c2=S)c1	7%	-12%	6	34	19%	-23%	?
69	COc1cccc(N(CC(=O)NCCSc2ccc(Cl)cc2)S(C)(=O)=O)c1	2%	-6%	-3	-8	.	46%	?
70	COc1ccccc1OC(C)C(=O)Nc1ccc(S(=O)(=O)N2CCN(C)CC2)cc1 (centres undefined)	0%	-3%	-4	-6	-13%	82%[activator]	-23%
